From PubChem
LGR2 antag: inhibitors of bursicon-induced LGR2 CRE-luciferase signal, primary screen, cell-based, HEK293, CRE-luciferase reporter, bursicon stimulation. bursicon-stimulated, 4 h. inhibition, % at 9.99 µM. AID 720647, 2013. 0.35% of 380,000 active;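 active = drop in luminescence signal, shown as inhibition above about 50% in the replicate tests, limit read from the data, passing the limit was not always enough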;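 note: agonist challenge used bursicon conditioned medium at about half maximal strength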
ERAP1 inh: human ERAP1 aminopeptidase inhibitors, primary screen, biochemical, single point, plate reader | Endoplasmic reticulum aminopeptidase 1 (Homo sapiens), Q9NZ08 | recombinant ERAP1, Leu-AMC fluorescence, 60 min | inhibition, % at 10.7 µM | 0.15% of 340,000 active | AID 652197, 2013;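 active = mean replicate inhibition of at least 30%, or all replicates individually reaching that 30% level; inactive = mean below 30% and not every replicate reaching it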;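 note: 0% = neutral control wells and 100% = L-leucinethiol positive control wells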
Target sequence (Q9NZ08 whole entry, looked up): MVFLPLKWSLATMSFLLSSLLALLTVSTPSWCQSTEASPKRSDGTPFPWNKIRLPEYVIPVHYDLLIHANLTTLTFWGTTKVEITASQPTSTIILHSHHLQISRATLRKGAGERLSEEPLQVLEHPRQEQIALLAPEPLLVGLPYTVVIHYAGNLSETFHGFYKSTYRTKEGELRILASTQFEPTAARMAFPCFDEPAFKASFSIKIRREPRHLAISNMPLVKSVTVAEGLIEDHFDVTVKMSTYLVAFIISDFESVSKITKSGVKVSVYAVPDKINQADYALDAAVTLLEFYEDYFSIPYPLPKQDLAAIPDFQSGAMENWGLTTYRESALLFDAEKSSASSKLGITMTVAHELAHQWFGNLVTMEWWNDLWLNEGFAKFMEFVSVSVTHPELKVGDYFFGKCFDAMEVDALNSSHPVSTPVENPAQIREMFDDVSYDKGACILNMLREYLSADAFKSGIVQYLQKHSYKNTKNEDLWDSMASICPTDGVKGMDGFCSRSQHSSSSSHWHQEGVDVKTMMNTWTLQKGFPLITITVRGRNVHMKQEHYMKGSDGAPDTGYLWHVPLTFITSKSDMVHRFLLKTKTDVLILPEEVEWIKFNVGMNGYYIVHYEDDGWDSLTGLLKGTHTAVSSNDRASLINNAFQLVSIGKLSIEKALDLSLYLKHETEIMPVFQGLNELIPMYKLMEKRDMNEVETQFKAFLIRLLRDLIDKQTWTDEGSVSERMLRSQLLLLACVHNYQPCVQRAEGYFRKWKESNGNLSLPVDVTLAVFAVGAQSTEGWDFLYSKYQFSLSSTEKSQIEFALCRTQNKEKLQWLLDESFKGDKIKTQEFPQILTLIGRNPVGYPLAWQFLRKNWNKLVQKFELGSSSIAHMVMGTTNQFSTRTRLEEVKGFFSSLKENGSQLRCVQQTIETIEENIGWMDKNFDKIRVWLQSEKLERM
PGC1a acetyl inh: inhibitors of PGC1a acetylation signal, primary screen, cell-based, U2OS, AlphaScreen, inhibitor mode; AlphaScreen anti-acetyl-lysine; with virally co-expressed GCN5 acetyltransferase; inhibition, % at 15.6 µM; 0.17% of 350,000 active;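 active = every replicate shows inhibition of at least 40%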;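 note: 0% = neutral control wells and 100% = positive control wells; some results beyond the cut were filed as inactive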
PglD inh: C. jejuni PglD acetyltransferase inhibitors, primary screen, biochemical, DTNB colorimetric, single point | UDP-N-acetylbacillosamine N-acetyltransferase PglD (Campylobacter jejuni) | purified PglD enzyme, DTNB colorimetric CoA detection | inhibition, % at 12.5 µM | 0.098% of 360,000 active | AID 602405, 2012; in the data active = inhibition above about 16%, passing the limit was not always enough; note: strong numbers were not always called active
PAX8 reporter: inhibitors of PAX8-driven TPO luciferase reporter, primary screen, RMG-I cells, single concentration | SteadyGlo, 24 h | inhibition, % at 12.6 µM | 1.2% of 360,000 active;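 active = mean replicate inhibition at least 60% with every replicate also reaching 60%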;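 note: luciferase light reporting Pax8 driven TPO promoter activity; plate controls were median of neutral control wells for no effect and mitoxantrone controls for full effect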
S100A4 inh HTS: inhibitors of S100A4-myosin IIA peptide binding, primary screen, biochemical, fluorescence polarization, TAMRA-MyoIIA peptide; Protein S100-A4 (Homo sapiens), P26447; inhibition, % at 10.7 µM; 0.14% of 360,000 active; AID 652163, 2013;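 active = mean inhibition of at least 70% across replicates, with every replicate also reaching that level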
Target sequence (P26447 whole entry, looked up): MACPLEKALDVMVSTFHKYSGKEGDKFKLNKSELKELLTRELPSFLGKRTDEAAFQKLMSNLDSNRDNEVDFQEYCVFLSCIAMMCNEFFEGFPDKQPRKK
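Compound dosing: one dose per compound; test system: human S100A4 monomer with TAMRA-labelled myosin IIA peptide; probe or stimulus: TAMRA-labelled myosin IIA heavy-chain peptide probe, 5 nM; medium: HEPES buffer with Ca2+, pH 7.2; schedule: 5 min incubation before reading; benchmarks: neutral control DMSO, positive control TFP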
FN deposit inh: inhibitors of fibronectin matrix deposition, primary screen, AH1F cells, Alexa488-fibronectin fluorescence, plate reader; AH1F fibroblasts, overnight; inhibition, % at 12.6 µM; 0.086% of 350,000 active;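 active = mean inhibition across replicates of 30% or more, regardless of how many single replicates reach that level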;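 note: positive control wells lacked labelled fibronectin entirely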
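Measured by – fluorescence 485/525 nm · System – AH1F fibroblast monolayer, labelled fibronectin deposition · Amount – 10000 cells per well · Buffer or medium – serum-reduced DMEM (2% serum) · Doses – single dose, pinned · Also added – fluorescent fibronectin at 24 nM final · Schedule – 1 h cell attachment, overnight exposure to compound and label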
EWS-Fli block: EWS/Fli-driven NR0B1 reporter inhibitors, primary screen, A673 cells, NR0B1 luciferase, luminescence, MLPCN library; viability-normalised; 0.67% of 350,000 active; inhibition, % at 12.6 µM;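 active = mean inhibition of at least 50% after viability correction, with every replicate also passing that limit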;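 note: firefly luciferase signal divided by Alamar Blue viability fluorescence both relative to DMSO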
The depositor's hits bear a star; / = no result given; & = joins results of further samples.

Sample of the layout, 2 compounds:
SMILES	LGR2 antag	ERAP1 inh	PGC1a acetyl inh	PglD inh	PAX8 reporter	S100A4 inh HTS	FN deposit inh	EWS-Fli block
O=C(C[C@H]1CC[C@H](NS(=O)(=O)c2ccccc2)[C@H](CO)O1)NCc1ccncn1	2	-2	-8	0	-178	4	/	0
O=C(Nc1ccc2ccccc2c1)c1ccc(Br)o1	-88	1	/	-2	-146	-2	-2	-93

Main list, repeating the preview:
SMILES	LGR2 antag	ERAP1 inh	PGC1a acetyl inh	PglD inh	PAX8 reporter	S100A4 inh HTS	FN deposit inh	EWS-Fli block
O=C(C[C@H]1CC[C@H](NS(=O)(=O)c2ccccc2)[C@H](CO)O1)NCc1ccncn1	2	-2	-8	0	-178	4	/	0
O=C(Nc1ccc2ccccc2c1)c1ccc(Br)o1	-88	1	/	-2	-146	-2	-2	-93
Cc1cc(-c2ccc(C)c(S(=O)(=O)N3CC(=O)Nc4ccccc43)c2)on1	-16	-2	-4	4	-3	2	-2	-3
O=C(NCCCCc1ccccc1)c1cc([N+](=O)[O-])cc([N+](=O)[O-])c1	-1	2	6	5	12	-14	-9	7
COCCC(=O)Nc1c(-c2ccccc2)c2cc(Br)ccc2[nH]c1=O	-8	1	6	-1	3	-1	-5	5
COC(=O)c1ccc(CN2CCCCC2)cc1	3	6	7	9	6	-8	-2	5
Oc1c(CN2CCOCC2)cc(CN2CCOCC2)c(O)c1CN1CCOCC1	-2	6	6	-9	-5	0	4	-6
CC(=O)NC(Cc1ccccc1C)C(=O)NC1CCN(c2ncccc2[N+](=O)[O-])CC1 (stereo unspecified)	4	2	/	/	-13	-3	-2	/
CC1=CC(=C(C#N)c2nc3ccccc3s2)C=C(C)N1c1ccc(F)cc1	-29	3	1	3	-22	2	/	6
CSc1ncccc1C(=O)OCC(=O)c1ccc(C)s1	3	2	19	/	-5	3	5	1
CSCC[C@H](NS(=O)(=O)c1ccc(C)cc1)C(=O)N1CCC(C(=O)N[C@H](C(=O)O)c2ccccc2)CC1	11	/	6	0	/	-1	/	-4
CCNc1nc(Oc2ccc(OC)cc2)cc(C(F)(F)F)n1	6	-4	2	2	11	5	3	5
CCSc1nc(-c2ccccc2)nc2c1CCCC2	/	8	/	4	5	-5	8	-50
O=C(NNC1CC(=O)N(c2cccc(Cl)c2)C1=O)c1cccnc1 (stereo unspecified)	12	/	3	/	14	/	6	/
CC12CCC(C(=O)N3CCC(Cc4ccccc4)CC3)(C(=O)C1=O)C2(C)C (stereo unspecified)	8	3	/	/	12	2	/	5
CC(C)c1ccc(S(=O)(=O)N2CCN(C(=O)C3CCCC3)CC2)cc1	-3	2	/	5	18	-2	4	12
O=C(COC(=O)CNC(=O)c1ccc(Cl)cc1)Nc1cccc(S(=O)(=O)N2CCCC2)c1	2	/	3	2	-7	0	9	-1
C[C@H]1CN([C@@H](C)CO)C(=O)Cc2cc(NC(=O)CCCCCC(=O)Nc3ccccc3N)ccc2O[C@@H]1CN(C)C(=O)Nc1ccc(C(F)(F)F)cc1	6	/	-5	0	-3	/	/	-8
Cc1c(-c2ccccc2)[n+](=O)c2c(n1[O-])CCCCC2	10	/	8	-4	4	/	3	/
COc1ccc2c3c([nH]c2c1)[C@H](CO)N(C(=O)Nc1cccc(F)c1)CC31CCN(CC2CC2)CC1	12	-4	-7	/	/	-3	/	20
COc1ccccc1CNC(=O)C[C@H]1C[C@@H]2c3cc(NC(=O)CN(C)C)ccc3O[C@@H]2[C@H](CO)O1	-14	0	0	0	-22	0	/	-2
CC(C)C12CN3CC(C(C)C)(CN(C1)C3c1ccc([N+](=O)[O-])o1)C2=O (stereo unspecified)	0	-3	-8	-5	-13	-2	0	-15
COCC(=O)N1CC2(C1)[C@H](c1ccc(-c3cccc(F)c3)cc1)[C@H](CO)N2C(=O)COC	-4	5	4	/	/	-4	/	/
O=C(NCCNCc1ccccc1)c1ccco1	/	-1	21	1	-51	0	-5	-29
COc1ccc(S(=O)(=O)Nc2ccc3c(c2)C(=O)N([C@H](C)CO)C[C@H](C)[C@H](CN(C)Cc2ccc4c(c2)OCO4)O3)cc1	-7	-1	-3	-7	6	52	7	11

The results go on:
SMILES	LGR2 antag	ERAP1 inh	PGC1a acetyl inh	PglD inh	PAX8 reporter	S100A4 inh HTS	FN deposit inh	EWS-Fli block
N=C(N)n1ncc2c1CCCC2=O	7	1	/	/	3	-1	12	-5
CCN1C(=O)[C@H]2[C@@H](c3ccc(C)cc3)N[C@]3(CCCN(Cc4ccc(F)cc4)C3=O)[C@H]2C1=O	10	2	-5	-3	-7	-1	1	-3
COc1cccc2sc(NNC(=O)COc3ccccc3)nc12	-6	2	5	0	8	22	16	2
O=[N+]([O-])c1ccccc1OCC(O)CNC1CCCC1 (stereo unspecified)	9	/	14	/	-1	4	10	-3
O=C(OCc1nnc(-c2ccc(Br)cc2)o1)c1ccco1	-28	-1	/	-3	-11	-7	0	-4
CCOC(=O)C1(S(=O)(=O)c2ccc(Cl)cc2)CCN(Cc2ccccc2)CC1	/	/	-7	-4	31	/	-7	/
CO[C@H]1CN(C)C(=O)c2cc(NC(=O)C3CCCC3)ccc2OC[C@H](C)NC[C@@H]1C	8	0	/	1	0	10	4	-12
O=C(NCCCc1ccncc1)C1CCC(=O)N(CCc2cccc(F)c2)C1 (stereo unspecified)	0	-1	9	3	-7	1	-5	0
CC1(C)CC(=O)C2=C(C1)N=C1SCCC(=O)N1C2c1ccccc1 (stereo unspecified)	-16	-1	-6	6	/	0	/	2
COc1cc2c(C)nc3c(c(C)nn3-c3ccccc3)c2cc1OC	4	-4	0	1	5	0	-1	-3
C[C@@H]1CN([C@@H](C)CO)C(=O)c2cc(NC(=O)Cc3ccccc3)ccc2O[C@@H]1CN(C)Cc1ccc(Cl)c(Cl)c1	2	2	-2	42	/	2	/	1
CC(CNC(=O)c1cccs1)c1ccc([N+](=O)[O-])cc1 (stereo unspecified)	10	/	/	/	7	-5	-9	-5
O=C(Nc1ccc(C(=O)N2CCCCC2)cc1)c1ccccc1	0	-1	0	-2	-63	0	-4	-24
CCCC(=O)Nc1ccc(NC(=O)c2ccccc2Cl)nc1	/	/	-17	0	-49	/	6	/
CCOc1ccc2[nH]c3nc(SCC(=O)OC(C)C)nnc3c2c1	1	1	19	-9	3	-5	3	2
Cc1ccsc1C(=O)Nc1ccc2c(c1)OCCO2	38	/	/	-4	-70	/	-6	/
CSc1nnc(CNS(=O)(=O)c2ccc(F)cc2)n1C	11	-4	5	-3	-14	-3	-7	4
COc1ccc(S(=O)(=O)N(C)C[C@@H]2Oc3ccc(NC(=O)CCCCCC(=O)Nc4ccccc4N)cc3CC(=O)N([C@@H](C)CO)C[C@H]2C)cc1	26	4	1	1	-29	3	/	16
COc1ccc(Cl)cc1-c1nc(SCC(=O)NC2CCS(=O)(=O)C2)n[nH]1 (stereo unspecified)	16	6	0	2	18	-1	2	5
O=C(C[C@@H]1C=C[C@H](NC(=O)C2CCC2)[C@@H](CO)O1)NCCCN1CCOCC1	2	-2	9	2	1	4	3	-3
COc1ccc(S(=O)(=O)Nc2cccc3c2O[C@H](CN(C)S(=O)(=O)c2ccc(OC)cc2)[C@@H](C)CN([C@H](C)CO)C3=O)cc1	-2&3	-2	8	2	4&3	18&1	-4	6
CC(=O)c1ccc(NC(=O)COc2ccc3c(c2)OCO3)cc1	15	1	-3	/	10	-2	11	-11
COc1ccc(-n2nc(C(=O)Nc3nc4ccc(OC)cc4s3)c3ccccc3c2=O)cc1	/	0	9	/	-6	2	5	2
O=C(CC1CC1)Nc1ccc2c(c1)[C@@H]1C[C@@H](CC(=O)NC3CCCC3)O[C@H](CO)[C@@H]1O2	0	2	-4	4	2	-4	0	-4
CCCNC(=O)N(C)C[C@@H]1Oc2ncc(C#CC3CCCCC3)cc2C(=O)N([C@H](C)CO)C[C@H]1C	-1	4	-20	-3	/	-2	-1	5

(listing goes on)
SMILES	LGR2 antag	ERAP1 inh	PGC1a acetyl inh	PglD inh	PAX8 reporter	S100A4 inh HTS	FN deposit inh	EWS-Fli block
COc1ccccc1Sc1nc(-c2ccccn2)ncc1OC	7	-5	22	/	-2	6	-6	20
CCOc1ccc(N(CC(=O)O)S(=O)(=O)c2cccnc2)cc1	5	-1	/	3	1	-4	5	-1
CC(C)NC(=O)N1CC2(C1)[C@@H](c1ccccc1)[C@H](CO)N2C(=O)C1CCCCC1	24	-5	/	/	/	-4	/	3
CCN1CCCC1CNC(=O)CN1C(=O)COc2ccc(C)cc21 (stereo unspecified)	8	4	-3	7	0	-10	-2	-10
CCOC(=O)c1sc(C)c2c1NC1(CCCCC1)NC2=O	-6	-1	-9	-5	/	-3	/	1
C#Cc1ccc([C@@H]2C=C(C(=O)O)O[C@H](OCCCCO)C2)cc1	-3	3	3	-3	-6	1	-5	3
Cc1ccccc1OCCN1CCCC1	-7	-1	-10	12	9	-1	-4	2
CSc1cccc(NC(=O)c2ccccc2N(C)S(C)(=O)=O)c1	/	/	-5	-4	1	/	-3	/
COc1ccc(C(=O)Oc2cccc(Nc3ncnc4ccccc34)c2)cc1OC	6	/	6	-3	11	/	5	-16
COCCNC(=O)Cn1cc(C(=O)c2ccco2)c2ccccc21	11	3	-5	7	3	-11	-26	4

As a short view, part of the list above.
SMILES	LGR2 antag	ERAP1 inh	PGC1a acetyl inh	PglD inh	PAX8 reporter	S100A4 inh HTS	FN deposit inh	EWS-Fli block
COc1ccc(S(=O)(=O)Nc2cccc3c2O[C@H](CN(C)S(=O)(=O)c2ccc(OC)cc2)[C@@H](C)CN([C@H](C)CO)C3=O)cc1	-2&3	-2	8	2	4&3	18&1	-4	6
CC(=O)c1ccc(NC(=O)COc2ccc3c(c2)OCO3)cc1	15	1	-3	/	10	-2	11	-11
COc1ccc(-n2nc(C(=O)Nc3nc4ccc(OC)cc4s3)c3ccccc3c2=O)cc1	/	0	9	/	-6	2	5	2
O=C(CC1CC1)Nc1ccc2c(c1)[C@@H]1C[C@@H](CC(=O)NC3CCCC3)O[C@H](CO)[C@@H]1O2	0	2	-4	4	2	-4	0	-4
CCCNC(=O)N(C)C[C@@H]1Oc2ncc(C#CC3CCCCC3)cc2C(=O)N([C@H](C)CO)C[C@H]1C	-1	4	-20	-3	/	-2	-1	5
COc1ccccc1Sc1nc(-c2ccccn2)ncc1OC	7	-5	22	/	-2	6	-6	20
CCOc1ccc(N(CC(=O)O)S(=O)(=O)c2cccnc2)cc1	5	-1	/	3	1	-4	5	-1
CC(C)NC(=O)N1CC2(C1)[C@@H](c1ccccc1)[C@H](CO)N2C(=O)C1CCCCC1	24	-5	/	/	/	-4	/	3
CCN1CCCC1CNC(=O)CN1C(=O)COc2ccc(C)cc21 (stereo unspecified)	8	4	-3	7	0	-10	-2	-10
CCOC(=O)c1sc(C)c2c1NC1(CCCCC1)NC2=O	-6	-1	-9	-5	/	-3	/	1
C#Cc1ccc([C@@H]2C=C(C(=O)O)O[C@H](OCCCCO)C2)cc1	-3	3	3	-3	-6	1	-5	3
Cc1ccccc1OCCN1CCCC1	-7	-1	-10	12	9	-1	-4	2
